Screening data: PubChem, several laboratories
BAP1 block: human BAP1 deubiquitinase inhibition | Q92560 | recombinant BAP1, Ub-AMC hydrolysis fluorescence kinetic; active compounds read low | activity remaining (% of control), % at 20 µM | 72,000 tested, 0.48% active | AID 436;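 active = activity remaining at or below 50% of control, provided the compound also passes the data quality filters; inactive = the rest, including low values that fail the filters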;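 also: 100% = DMSO wells rate and 0% = substrate alone blank rate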
Target sequence (Q92560 whole entry, looked up): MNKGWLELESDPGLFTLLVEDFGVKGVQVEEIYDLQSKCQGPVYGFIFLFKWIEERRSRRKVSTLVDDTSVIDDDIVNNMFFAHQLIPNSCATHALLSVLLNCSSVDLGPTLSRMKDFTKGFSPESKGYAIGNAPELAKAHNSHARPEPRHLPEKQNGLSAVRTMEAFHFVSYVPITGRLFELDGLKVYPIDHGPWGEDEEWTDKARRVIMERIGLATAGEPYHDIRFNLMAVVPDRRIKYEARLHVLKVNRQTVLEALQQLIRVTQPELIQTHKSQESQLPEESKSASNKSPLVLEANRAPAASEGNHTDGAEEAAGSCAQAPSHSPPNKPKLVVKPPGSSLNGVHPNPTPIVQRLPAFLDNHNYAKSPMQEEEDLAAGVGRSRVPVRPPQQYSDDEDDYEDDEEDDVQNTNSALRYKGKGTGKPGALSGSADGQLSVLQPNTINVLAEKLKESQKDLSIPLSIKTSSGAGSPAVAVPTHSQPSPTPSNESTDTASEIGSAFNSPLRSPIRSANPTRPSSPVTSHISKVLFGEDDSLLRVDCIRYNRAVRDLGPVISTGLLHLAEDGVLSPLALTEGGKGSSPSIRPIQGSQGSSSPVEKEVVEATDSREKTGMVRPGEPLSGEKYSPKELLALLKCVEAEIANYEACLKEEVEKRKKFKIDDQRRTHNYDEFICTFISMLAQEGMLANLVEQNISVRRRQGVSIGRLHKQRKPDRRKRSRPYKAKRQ
HePTP inh: human HePTP phosphatase inhibition; P35236; recombinant HePTP phosphatase activity, OD absorbance; inhibition, % at 20 µM; 110,000 tested, 0.64% active; AID 521; in the data active = inhibition above about 50%;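 also: plate controls were vehicle for no effect and reference inhibitor for full effect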
Target sequence (P35236 whole entry, looked up): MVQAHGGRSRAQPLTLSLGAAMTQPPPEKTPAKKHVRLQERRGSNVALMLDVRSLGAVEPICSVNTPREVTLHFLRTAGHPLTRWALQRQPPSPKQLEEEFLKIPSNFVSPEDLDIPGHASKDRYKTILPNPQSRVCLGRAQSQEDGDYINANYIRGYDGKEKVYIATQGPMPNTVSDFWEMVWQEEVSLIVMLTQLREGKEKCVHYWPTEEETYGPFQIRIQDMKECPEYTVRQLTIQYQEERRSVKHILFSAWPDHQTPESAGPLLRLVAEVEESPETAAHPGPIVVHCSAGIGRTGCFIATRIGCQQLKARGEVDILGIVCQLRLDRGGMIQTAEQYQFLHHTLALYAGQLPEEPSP
The depositor's hits bear a star; . = not tested or not shown; & = joins results of further samples.

SMILES | BAP1 block | HePTP inh
CC(=O)N1CCN=C1SCc1ccccc1F | 99 | 8
COc1ccccc1CN1CCN(Cc2ccc([N+](=O)[O-])cc2)CC1 | . | 9
Oc1ccccc1C(=S)N1CCCC1 | . | 5
N=C1C(c2nc3ccccc3c(=O)[nH]2)=C(O)CN1CCc1ccccc1 | 64 | 8
COc1ccc(C)cc1NC(=O)CSc1nnc(COc2ccccc2)n1Cc1ccco1 | 131 | 6
c1cc2c(c(NCc3ccncc3)c1)CCCC2 | 90 | -1&8
CN(C)CCCN1C(=O)CSC1c1cccc(Cl)c1 (stereo not given) | . | -3
C=CCOC(=O)C1=C(C)NC(C)=C(C(=O)OCC=C)C1c1ccco1 | . | -13
Cc1ccc(NC(=O)CN(c2ccc(C(C)C)cc2)S(=O)(=O)c2ccccc2)c(C)c1 | . | -3
COc1ccc(C(NC(=O)c2ccccc2OC)c2ccc(OC)c(OC)c2)cc1OC | . | -2
Cc1ccc2oc(-c3cc(N)ccc3O)nc2c1 | . | 6
O=C(CCN1C(=O)C2(OCCO2)c2ccccc21)c1ccccc1 | 103 | 6
COc1ccc(-n2c(SC3CCOC3=O)nc3ccccc3c2=O)cc1OC (stereo not given) | 98 | 8
O=C(Nc1ccccc1C(F)(F)F)c1ccc(-c2cccc(Cl)c2)o1 | . | -14
NC(=O)c1cccc(N=Cc2c(O)ccc3ccccc23)c1 | . | -15
CCC(Sc1nc2n[nH]c(C)c2c(=N)n1-c1cccc(Cl)c1C)C(=O)N(CC)CC (stereo not given) | 74 | 4
CC1=CC(C)(C)N2C(=O)C3(C(C#N)=C(N)OC4=C3C(=O)CCC4)c3c(C)c(C)cc1c32 (stereo not given) | 96 | 13
Oc1ccc(N=Cc2c(O)ccc3ccccc23)cc1-c1nc2ccccc2s1 | 82 | .
CCCCNC(=O)CC1N=C2c3ccccc3N=C(SCC(=O)Nc3cccc(OC)c3)N2C1=O (stereo not given) | 71 | 3
O=CN1CCN(C(C(=O)NC2CCCC2)c2ccc(Cl)cc2)CC1 (stereo not given) | . | 5

Five entries from above, arranged by the number in BAP1 block, largest number first.
canonical_smiles | BAP1 block | HePTP inh
O=C(CCN1C(=O)C2(OCCO2)c2ccccc21)c1ccccc1 | 103 | 6
COc1ccc(-n2c(SC3CCOC3=O)nc3ccccc3c2=O)cc1OC (stereo not given) | 98 | 8
Oc1ccc(N=Cc2c(O)ccc3ccccc23)cc1-c1nc2ccccc2s1 | 82 | .
CCC(Sc1nc2n[nH]c(C)c2c(=N)n1-c1cccc(Cl)c1C)C(=O)N(CC)CC (stereo not given) | 74 | 4
CCCCNC(=O)CC1N=C2c3ccccc3N=C(SCC(=O)Nc3cccc(OC)c3)N2C1=O (stereo not given) | 71 | 3

Next results follow.
SMILES | BAP1 block | HePTP inh
Cc1ccc(/C=C2\SC(N3CCC(C)CC3)=NC2=O)o1 | . | 3
COc1ccc(OCC(O)CON2C(=O)c3ccccc3C2=O)cc1 (stereo not given) | 85 | 2
CS(=O)(=O)N(CC(O)Cn1c2ccccc2c2ccccc21)c1ccccc1 (stereo not given) | 121 | -11&3
CCOC(=O)c1ccc(NC(=O)c2ccc(S(=O)(=O)N(C)C)cc2)cc1 | . | 10
N#CCC(=O)NNCc1cc(-c2ccccc2)n(-c2ccccc2)c1-c1ccccc1 | . | 2
O=C(O)CN1C(=O)/C(=C/c2ccccc2OCc2ccc([N+](=O)[O-])cc2)SC1=S | . | -14
COc1cccc(-c2nnc(N(C)C(=O)c3ccno3)s2)c1 | 328 | 4
N#CCCN(CCC#N)C(=O)c1ccc2c(c1)OCO2 | 81 | 2
Cc1cnc(C(=O)NCCc2ccc(S(=O)(=O)NC(=O)NC3CCCCC3)cc2)cn1 | 77&94 | 5
O=C(O)Cc1c[nH]c2ccc(O)cc12 | 98 | -12
CCN(CC)C(=O)CSc1nnc(-n2nc(C)cc2C)c2ccccc12 | 121 | 1
COc1ccc(CCNC(=O)C2CCCN(C(=O)N(C)C)C2)c(OC)c1 (stereo not given) | 98 | 11
O=C(NCCC1=CCCCC1)C1CC(=O)N(C2CCCCC2)C1 (stereo not given) | 99 | 6
Cc1ccc([N+](=O)[O-])cc1NC(=S)NC(=O)c1ccc(Cl)cc1 | . | -4
COC(=O)c1cc2c(s1)CS(=O)C2 (stereo not given) | 56 | 8
O=C(Oc1ccc(C(=S)N2CCOCC2)cc1)c1ccccc1Cl | . | -12
COc1ccc(/C(O)=C2/C(=O)C(=O)N(CCCCCC(=O)O)C2c2ccc(OC)c(OC)c2)cc1 (stereo not given) | . | 6
Cc1ccc(CN2CC(C(=O)Nc3ccc4c(C)cc(=O)oc4c3)CC2=O)cc1 (stereo not given) | 107 | 4
COc1ccc(CC(=O)NNC(=O)c2ccc(Cl)cc2)cc1 | . | -10
COC(=O)c1ccc(-n2nnnc2SCc2ccccc2OC)cc1 | 83 | 2
Cc1ccc2cc3cc(C(=O)N4CCCCC4C)oc3nc2c1 (stereo not given) | 90 | 4
CN1C(=O)c2cccc(NCCCN3C(=O)c4ccccc4C3=O)c2C1=O | 93 | 8
Cc1cc(C)n(C(=O)c2ccc(C)c(S(=O)(=O)N3CCOCC3)c2)n1 | 93 | -5
Cc1noc(C)c1S(=O)(=O)N(CC(=O)Nc1ccc2c(c1)OCCO2)c1ccc(C(C)C)cc1 | 70 | -3
CC1CCc2c(sc3nc(SCc4nc(-c5ccccc5)no4)n(C)c(=O)c23)C1 (stereo not given) | 62 | -3
Cc1nc(C)c(C(=O)Nc2ccccc2)s1 | 99 | 9
CCOc1cc(/C=C2\C(=O)NC(=O)N(c3ccc(Cl)cc3)C2=O)cc(I)c1OC | . | 2
O=C(Nc1ccccc1C(=O)N1CCOCC1)c1cccnc1 | . | -5
CCOC(=O)C1=C(C)N=c2s/c(=C\c3cccs3)c(=O)n2C1c1ccc(F)cc1 (stereo not given) | . | 5
COc1ccc(N(CC(=O)NC(C)(C)C)S(=O)(=O)c2ccc(C)c([N+](=O)[O-])c2)cc1 | . | 18
CCOC(=O)N1CCN(C(=O)c2ccc3c(=O)n(Cc4ccc(OC)cc4)c(=S)[nH]c3c2)CC1 | 84 | 10
COC(=O)C1NN=C(C(=O)c2ccccc2)C1c1ccccc1 (stereo not given) | . | 6
O=C(CCSc1nccn1Cc1ccccc1)N1CCOCC1 | 93 | 12
CCC/C(=C1/C(=O)CC(C)(C)C(C(=O)OC)C1=O)N1CCCC1 (stereo not given) | 93 | -1
Cc1cc(C)nc(N2CCC(C(=O)O)CC2)n1 | 75 | 7
COc1cccc(CNC(=O)Cn2cccc2)c1 | 111 | 0
COc1ccc(CCN2C(=O)CSC2c2ccccc2[N+](=O)[O-])cc1OC (stereo not given) | . | -8
CC(C)N(Cc1cc2ccccc2[nH]c1=O)C(=O)c1cccnc1 | 113 | 0
COc1ccc(N(CC(=O)Nc2cc(C(=O)O)ccc2C)S(=O)(=O)c2c(C)noc2C)cc1 | 102 | 6
O=C1/C(=C\c2ccc(C(F)(F)F)cc2)SC(=S)N1c1ccccc1 | . | 31
Cc1ccc(-n2ccc(N)c(C#N)c2=O)cc1 | . | 11
O=C(Nc1c(C(=O)NCc2ccco2)cnn1-c1ccccc1)c1ccc(F)cc1 | 90 | 13
Cc1cc(C)c(S(=O)(=O)NCc2ccncc2)c(C)c1 | 89 | 4
Cc1ccc2[nH]c3nc(N/N=C/c4c(O)ccc5ccccc45)nnc3c2c1 | . | -28
CCCCN(CCCC)C(=O)c1ccc(Cl)c([N+](=O)[O-])c1 | . | -3
Cc1ccc(-c2nn3c(C)nnc3s2)cc1NC(=O)C(C)C | 94 | 9
Cc1cc(C)c(NC(=O)C(C)SCC(=O)Nc2ccccc2)c(C)c1 (stereo not given) | . | 7
CC1=C(C(=O)OC(C)C)C(c2ccccc2F)CC(=O)N1 (stereo not given) | . | 2
O=C(NCCN1C(=O)C2C3C=CC(C3)C2C1=O)NCc1ccccc1 (stereo not given) | 92 | 7
O=C(NCCN1CCN(c2ccccc2)CC1)c1ccc(NC(=O)C2CCCO2)cc1 (stereo not given) | 88 | -3

(next part)
SMILES | BAP1 block | HePTP inh
Cc1ccc2[nH]c(=O)c(-c3nc4c(C)cccn4c3NCc3ccco3)cc2c1 | 55 | -10
CC1CCc2cc(F)cc3c(O)c(C(=O)Nc4cnccn4)c(=O)n1c23 (stereo not given) | 90 | 6
O=C(CN1C(=O)COc2ccccc21)NCCCN1CCc2ccccc2C1 | 78 | 4
Cc1nnc2n(-c3ccccc3)c(=O)c3c4c(sc3n12)COC(C(C)C)C4 (stereo not given) | 113 | 3
O=C(O)CCC(=O)Nc1ccc(Cc2ccc(NC(=O)CCC(=O)O)c(O)c2)cc1O | . | 3
COc1ccccc1N=Cc1c(O)c(C(=O)Nc2ccccc2)cc2ccccc12 | . | 8
Cn1c(=O)c2c(ncn2Cc2cc(-c3ccccc3)no2)n(C)c1=O | 110 | 3
O=C(c1ccc(N2CCN(C(=O)c3ccc(F)c(F)c3)CC2)cc1)c1cccc(F)c1 | . | 4
O=S(=O)(c1ccc(Br)s1)n1cccn1 | 111 | 6
Cc1ccc(-c2nn[nH]n2)cc1 | 97 | -4
CCC(C(=O)Nc1ccc(C)c(C)c1)c1ccccc1 (stereo not given) | . | -13
Cc1occc1-c1nnc(SCC(=O)Nc2ccccc2-c2ccccc2)n1C | 88 | -4
O=C1c2cccc3c([N+](=O)[O-])ccc(c23)C(=O)N1c1ccc(O)cc1 | . | 6
CN(C)/C=C/C=C/C(=O)c1cccc(C(=O)/C=C/C=C/N(C)C)c1O | . | -5
COc1cccc(NC(=O)CN(c2ccc(C(C)C)cc2)S(=O)(=O)c2ccccc2)c1 | . | 1
Cc1ccc2c(c1)-c1c(ssc1=S)C(C)(C)N2C(=O)CSc1nc(C)cc(C)n1 | . | 5
CC1(C)Cc2[nH]c(=O)c(C#N)cc2CO1 | . | -1
Cc1ccc2c(c1)-c1c(ssc1=S)C(C)(C)N2C(=O)Cc1ccccc1 | . | -8
CC1(C)NC(=O)N(CC(O)CN2C(=O)NC(C)(C)C2=O)C1=O | 115 | 9
Cc1cc(C)n2nc3nc(N4CCCCC4)nc(-c4ccco4)c3c2n1 | 69 | 28
Cc1ccc(NC2OC(CO)C(O)C(O)C2O)c([N+](=O)[O-])c1 (stereo not given) | 96 | .
COCCn1c(SCc2ccc(C(=O)OC)o2)nnc1-c1c[nH]c2ccccc12 | 94 | 1
NS(=O)(=O)c1ccc(NC(=O)COC(=O)CSc2n[nH]c(-c3ccccc3)n2)cc1 | 98 | 8
O=C(C1CCCN1S(=O)(=O)c1ccc(Cl)c(Cl)c1)N1CCOCC1 (stereo not given) | 86 | 3
CC(=O)Nc1ccccc1-c1nc2ccccc2n(C)c1=O | 85 | .
CCN(CC)C(=S)SSC(=S)N(CC)CC | 97 | .
O=C1c2oc3ccc(Cl)cc3c(=O)c2C(c2cccc(Br)c2)N1CCO (stereo not given) | 101 | 3
Cc1ccc(C(=O)NC(Nc2ccccc2C(F)(F)F)C(Cl)(Cl)Cl)cc1 (stereo not given) | . | -3
Cc1cccc(C(=O)Nc2cccc(Cl)c2C)c1 | . | -9
CCc1ccc(Nc2cc(C)nc3ncnn23)cc1 | . | -2

Reformatted as labelled records: entries from further up.
> NS(=O)(=O)c1ccc(NC(=O)COC(=O)CSc2n[nH]c(-c3ccccc3)n2)cc1
  BAP1 block = 98
  HePTP inh = 8
> O=C(C1CCCN1S(=O)(=O)c1ccc(Cl)c(Cl)c1)N1CCOCC1 (stereo not given)
  BAP1 block = 86
  HePTP inh = 3
> CC(=O)Nc1ccccc1-c1nc2ccccc2n(C)c1=O
  BAP1 block = 85
  HePTP inh = .

Entries of single compounds, quoted from the list. Order of values: BAP1 block, HePTP inh
`Cc1ccc(-c2nn[nH]n2)cc1` across the screens: 97, -4
`CC1=C(C(=O)OC(C)C)C(c2ccccc2F)CC(=O)N1` (stereo not given) across the screens: ., 2
`O=C(NCCN1C(=O)C2C3C=CC(C3)C2C1=O)NCc1ccccc1` (stereo not given) across the screens: 92, 7
`O=C(Nc1ccccc1C(F)(F)F)c1ccc(-c2cccc(Cl)c2)o1` across the screens: ., -14
`CCOC(=O)c1ccc(NC(=O)c2ccc(S(=O)(=O)N(C)C)cc2)cc1` across the screens: ., 10

Next section:
SMILES | BAP1 block | HePTP inh
Cc1ccc(-c2nc(N/N=C/c3ccccc3)c3ccccc3n2)cc1 | . | 0
COc1ccc(C2C3C(=O)N(Cc4ccccc4)C(=O)C3ON2c2ccccc2)c(OC)c1OC (stereo not given) | 92 | -6
CC(C)OC(=O)c1c(-c2ccc(C(C)C)cc2)csc1N | . | -3
Oc1ccc2ccccc2c1CN1CCN(c2cccc(C(F)(F)F)c2)CC1 | . | 8
Cn1c(=O)c2cc(S(=O)(=O)NCCC(=O)NCC3CCCO3)ccc2n(C)c1=O (stereo not given) | 98 | 0
COC(=O)c1ccc(CSc2ccc3nnc(-c4cccnc4)n3n2)o1 | 94 | 6
Cc1ccc(-c2noc(CCC(=O)NCCN3CCc4ccccc4C3)n2)cc1 | 117 | 7
CCN1CCN(C(c2cccs2)C(C)NC(=O)c2c(F)cccc2F)CC1 (stereo not given) | 118 | -1
CN(C)CCCN1C(=O)C(=O)/C(=C(/O)c2ccc3c(c2)OCO3)C1c1ccco1 (stereo not given) | 102 | -2
COC(=O)CCN1C(=O)/C(=C/c2ccc(OCc3ccc(Cl)cc3)c(OC)c2)SC1=S | . | 2
Cc1ccccc1CNC(=O)CSc1ccc(Cl)cc1 | . | 2
COc1ccc(-c2cc(C(=O)Nc3nc4ccc(S(C)(=O)=O)cc4s3)c3ccccc3n2)cc1OC | . | 2
CCn1c(SCc2cccnc2)nc2c1c(=O)n(C)c(=O)n2C | 106 | 1
N#Cc1c2n(c3c(=O)n(CC(=O)c4ccc(Br)cc4)cnc13)CCCC2 | 82 | 8&-8
CN1C(=O)c2c(sc3c2CC(C)(C)SC3)N2CCN=C12 | 66 | 2
O=C(CSc1nnc(-c2ccccc2)n1Cc1ccccc1)NC1CC1 | 83 | -5
CCCn1c(Nc2nc3ccccc3n2C)nc2ccccc21 | . | 6
